TrxR1 inh: inhibitors of rat thioredoxin reductase 1. O89049. recombinant rTrxR1, NADPH fluorescence consumption, selenite substrate. Potency, µM (top dose mostly 114 µM), for inactives: at the top dose activity change, negative = inhibition, usual class: inhibitors. hit rate 1% among 390,000; further: potency means the concentration at half of the fitted maximal effect; on the % scale 0 is the no-effect control and ±100 the full control effect; nearly all actives have a fitted effect of over 65% in size
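Rat TrxR1 (90 nM in the dispensed reagent) was pre-reduced with 400 uM NADPH for 5 min at room temperature, then incubated with compound for 15 min. After 400 uM selenite was added, NADPH fluorescence (Ex 340/Em 450 nm) was followed for 8 min.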
IDH1 R132H inh: inhibitors of human mutant IDH1 R132H | O75874 | IDH1-R132H enzyme, NADPH consumption, diaphorase/resazurin fluorescence | Potency, µM (series often up to 76.6 µM), inactives show top-dose activity change, negative = inhibition, actives largely listed as inhibitors | hit rate 0.093% among 390,000; further: potency means the concentration at half of the fitted maximal effect; on the % scale 0 is the no-effect control and ±100 the full control effect; nearly all actives have a fitted effect of over 65% in size
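IDH1-R132H (0.5 ug/mL) preincubated 30 min with compound, then NADPH (0.016 mM) and alpha-KG (2 mM) added; 80 min at RT, pH 7.5. Remaining NADPH coupled via diaphorase/resazurin to fluorescence (540/590 nm); concentration-response curves normalized to no-enzyme control.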
USP1 inh: blocks the human USP1/UAF1 deubiquitinase complex. recombinant USP1/UAF1, Ub-Rhodamine cleavage fluorescence. Potency, µM (top dose mostly 57.1 µM), inactives show at the top dose activity change, negative = inhibition, most hits filed as inhibitors. hit rate 0.23% among 390,000. AID 743255. O94782; further: potency means the concentration at half of the fitted maximal effect; on the % scale 0 is the no-effect control and ±100 the full control effect; nearly all actives have a fitted effect of over 60% in size; inactives centre near -12
Target sequence (O94782 whole entry, looked up): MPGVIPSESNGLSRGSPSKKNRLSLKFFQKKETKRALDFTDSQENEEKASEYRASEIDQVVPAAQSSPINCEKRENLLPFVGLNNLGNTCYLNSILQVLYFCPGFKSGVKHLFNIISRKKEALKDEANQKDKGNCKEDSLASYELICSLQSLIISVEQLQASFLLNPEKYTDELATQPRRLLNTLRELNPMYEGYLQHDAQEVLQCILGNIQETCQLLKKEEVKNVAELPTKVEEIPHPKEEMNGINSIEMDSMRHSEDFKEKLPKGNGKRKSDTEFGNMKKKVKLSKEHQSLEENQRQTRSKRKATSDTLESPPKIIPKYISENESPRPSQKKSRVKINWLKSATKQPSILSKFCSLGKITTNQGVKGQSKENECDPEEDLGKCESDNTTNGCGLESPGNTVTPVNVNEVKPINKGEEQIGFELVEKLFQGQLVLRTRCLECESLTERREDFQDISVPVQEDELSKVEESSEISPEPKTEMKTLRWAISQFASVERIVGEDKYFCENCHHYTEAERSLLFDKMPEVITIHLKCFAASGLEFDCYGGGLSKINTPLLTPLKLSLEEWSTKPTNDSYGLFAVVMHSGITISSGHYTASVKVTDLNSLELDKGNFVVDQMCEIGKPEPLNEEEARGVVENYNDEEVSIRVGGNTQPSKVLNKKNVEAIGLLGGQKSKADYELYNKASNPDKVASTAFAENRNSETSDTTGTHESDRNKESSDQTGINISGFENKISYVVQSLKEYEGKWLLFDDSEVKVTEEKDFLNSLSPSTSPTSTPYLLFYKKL
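USP1/UAF1 complex (1 nM) preincubated 15 min at room temperature with compound, then Ub-Rho substrate (150 nM final) added. Kinetic fluorescence at 480/540 nm over 6 reads at 60 s intervals; 50 mM HEPES pH 7.8, 0.5 mM EDTA, 0.1 mg/ml BSA, 1 mM TCEP, 0.01% Tween-20.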
PI4K2A block: inhibitors of human PI4K2A. Q9BTU6. purified PI4K2A, ADP-Glo luminescence, 1 h; active compounds read low. activity change, negative = inhibition, % at 76.9 µM. hit rate 0.13% among 420,000; in the data active means activity change below about -50%; inconclusive means mostly about -30% to -49%;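 further: -100% = wells without enzyme as full effect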
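Compounds are screened against recombinant PI4K2A using PI as substrate and ATP, the latter dispensed at 300 microM. Reactions run one hour at ambient temperature before ADP-Glo detection; full inhibition defined by wells lacking enzyme.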
HP1b binding inh: HP1-beta chromodomain-methylated histone interaction inhibition; AlphaScreen HP1-beta / biotin-H3K9me3 peptide binding; P83916; Potency, µM (doses to about 114 µM), for inactives: at the highest dose activity change, negative = inhibition, actives largely listed as inhibitors; hit rate 0.56% among 390,000; further: potency means the concentration at half of the fitted maximal effect; nearly all actives have a fitted effect of over 70% in size; inactives centre near 23
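Compound inhibition of the preformed complex between 50 nM HP1-beta and 50 nM biotinylated H3K9me3 peptide was read by AlphaScreen. Buffer was PBS pH 7.4 with 0.01% Tween-20. Incubations ran 30 min at room temperature, with 10 ug/mL donor/acceptor beads.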
Tb PGK inh: blocks T. brucei phosphoglycerate kinase; PGK/GAPDH coupled, Kinase-Glo luminescence, 60 min; Potency, µM (highest dose often 57.5 µM), inactives show at the top dose activity change, negative = inhibition, most hits filed as inhibitors; hit rate 0.043% among 380,000; further: potency means the concentration at half of the fitted maximal effect; on the % scale 0 is the no-effect control and ±100 the full control effect; nearly all actives have a fitted effect of over 60% in size
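Luminescent ATP detection (Kinase-Glo Plus) follows a 60-minute room-temperature incubation, with wells lacking PGK as controls. Buffer: 100 mM TEA (pH 7.6), 5 mM MgCl2, 0.01% Tween-20. Coupling enzyme GAPDH (100 nM final) supplies unstable 1,3-BPG in-well.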
GLS inhibitor: glutaminase GLS (human) inhibition; GLS enzymatic activity, qHTS titration; Potency, µM (titrated, usually from 45.5 µM), inactives show top-dose activity change, negative = inhibition, actives largely listed as inhibitors; AID 624170; hit rate 0.21% among 410,000; O94925; further: potency means the concentration at half of the fitted maximal effect; on the % scale 0 is the no-effect control and ±100 the full control effect
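hKGA in 45 mM KH2PO4 (pH 8.2), 0.02% Tween-20 with compound, then 1mM L-Glutamine (stock as added) plus glutamate oxidase/HRP/Amplex red coupling mix. Fluorescence read initially and after 30 min at RT; signal change reflects glutamate formation.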
TrxR1 substrate: is turned over as a substrate by rat TrxR1; purified TrxR1 substrate turnover, NADPH consumption readout; Potency, µM (titrated, usually from 114 µM), for the others: top-dose activity change, negative = substrate turnover; hit rate 0.01% among 390,000; further: potency means the concentration at half of the fitted maximal effect; on the % scale 0 is the no-effect control and ±100 the full control effect; nearly all actives have a fitted effect of over 50% in size
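Rat TrxR1, dispensed at 90 nM, was prereduced with 400 uM NADPH (final) for 5 min at ~22 deg C, then incubated with compound 15 min before 400 uM selenite. A first-read NADPH fluorescence drop versus no-compound background flagged substrates.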
Pin1 inh: human Pin1 inhibition; Q13526; Pin1 FP peptide displacement, HiFluor488, 10 min; hit rate 0.009% among 390,000; Potency, µM (titrated, usually from 115 µM), for the others: top-dose activity, negative = inhibition, usual class: inhibitors; active means well fitted inhibition curve with a large enough effect in the polarisation, with a control signal flat, not every such curve was filed as active; inconclusive means small, poorly fitted or top-dose-only effect, or effect the other way, or a change in a side signal; inactive means no such curve, though single readings can be large or run the other way; the % refers to the polarisation; further: potency means the concentration at half of the fitted maximal effect; on the % scale 0 is the no-effect control and ±100 the full control effect
Target sequence (Q13526 whole entry, looked up): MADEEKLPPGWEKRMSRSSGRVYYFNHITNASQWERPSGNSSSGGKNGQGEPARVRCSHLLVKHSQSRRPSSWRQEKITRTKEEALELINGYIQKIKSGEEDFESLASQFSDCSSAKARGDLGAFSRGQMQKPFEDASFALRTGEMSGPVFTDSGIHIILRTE
* = called active by the depositor; i = inactive; ? = inconclusive; · = no result given; [ ] = dose if it differs, or a comment. Unless noted, the call rests on the fitted dose curve; in most records, active means well fitted curve in the direction sought with a large enough effect; inconclusive means small, poorly fitted or top-dose-only effect, or another doubt; inactive means no such curve, though single readings can be large; an effect the other way counts as inactive or inconclusive.

Structure | IDH1 R132H inh | USP1 inh | Pin1 inh | TrxR1 inh | Tb PGK inh | TrxR1 substrate | GLS inhibitor | PI4K2A block | HP1b binding inh
CC(C)CN1CC(=O)N2C(c3ccccc3)c3[nH]c4ccccc4c3C[C@H]2C1=O (stereo partly specified) | 0.0% | -19.4% | 4.5% | 20.0% | i | 4.0% | 0.7% | -6.1 | 40.2%[activator]
CN(Cc1ccccc1)c1ccc(S(=O)(=O)N2CCC(C(=O)O)CC2)cc1[N+](=O)[O-] | -12.4% | -12.4% | 0.7% | 0.0% | 5.1% | -3.4% | 6.4% | 3.1 | 21.9%
C[C@@H](CN1CCC[C@H]1CN1C(N)=NC[C@@H]1Cc1ccccc1)N1C[C@@H](Cc2ccccc2)N(CCCC2CCCC2)C1=N | -3.1% | -11.2% | -1.7% | -32.8% | -1.5% | -9.7% | 17.8% | -2.5 | -2.9%
CCCCn1c2c(c(=O)n(C)c1=O)C(CC(=O)OCC(=O)Nc1cccc(C(F)(F)F)c1)C(=O)N2 (stereo unspecified) | -9.3% | -3.7% | -6.3% | 6.3%[57.1 µM] | -1.3% | -13.4% | 14.0% | 2.4 | 27.7%
O=C1CCC2S/C(=C/Nc3ccc(C(F)(F)F)cc3)C(=O)N12 (stereo unspecified) | 11.0% | 0.9% | -3.5% | 9.5%[57.1 µM] | -3.5% | -6.6% | -12.8% | 0.2 | -15.5%
COc1ccc(CCNCc2ccccc2N2CCCC2)cc1 | 7.7% | -21.2% | ? | ? | i | 0.6% | 35.7%[activator] | 2.1 | -4.9%
Cc1cccc(C)c1NC(=O)CNC(=O)c1ccc(S(=O)(=O)NCc2ccco2)cc1 | -2.7% | -17.1% | -4.8% | 28.2µM* | -17.8% | 3.5% | -14.4% | 0.3 | 47.6%[activator]
CC(C)(C)c1ccc(OCC(=O)NNC(=O)C2CCCO2)cc1 (stereo unspecified) | 4.0% | -7.0% | -4.9% | 14.4%[57.1 µM] | i | -10.6%[57.1 µM] | 1.2% | 1.9 | 39.7%[activator]
CCCCC(CC)C(=O)NCC(C)NC(=O)C(CC)CCCC (stereo unspecified) | -2.4% | -20.0% | -0.5% | 0.8% | -6.3% | 1.2% | 1.2% | -0.5 | 20.7%
CS(=O)(=O)NN1C(=O)c2ccccc2NC1c1cccc(O)c1 (stereo unspecified) | 14.8% | ? | 1.7% | 27.4%[57.1 µM] | -2.1% | 135.0% | 5.8% | 2.0 | 51.0%[activator]
O=C1CCc2cc(NS(=O)(=O)c3cc(F)ccc3F)cc3c2N1CC3 | -7.3% | -14.4% | -11.5% | 14.3% | -3.2% | 3.0% | 18.1% | 5.8 | 5.5%
Cc1cccc(N2CCN(C(=O)C(Cc3ccccc3)NC(N)=O)CC2)c1C (stereo unspecified) | 0.9% | -20.9% | -4.1% | 17.9% | -3.0% | 3.1% | 1.0% | -1.5 | 17.7%
C=CCN(C(=O)CCC(=O)Nc1cc(C)on1)C(C(=O)NC1CCCC1)c1cccnc1 (stereo unspecified) | 4.6% | -2.8% | 7.6% | -2.5% | -5.9% | -6.5% | 7.8% | -2.9 | 7.4%
COc1ccc(NC(=O)c2ccccc2[N+](=O)[O-])cc1 | 0.4% | -12.5% | 0.3% | -9.7% | -4.7% | -7.7% | -13.7% | -3.2 | 30.2%
COc1ccc(Cl)cc1NC(=S)N1CCC(c2ccc(C)cc2)C1 (stereo unspecified) | -5.3% | -24.8% | -2.8% | 32.2%[activator] | -4.2% | 15.4% | 2.3% | 4.2 | 15.7%

Looked up above:
Reading of `C=CCN(C(=O)CCC(=O)Nc1cc(C)on1)C(C(=O)NC1CCCC1)c1cccnc1` (stereo unspecified) under PI4K2A block: -2.9
Reading of `C[C@@H](CN1CCC[C@H]1CN1C(N)=NC[C@@H]1Cc1ccccc1)N1C[C@@H](Cc2ccccc2)N(CCCC2CCCC2)C1=N` under TrxR1 substrate: -9.7%

Following part.
Structure | IDH1 R132H inh | USP1 inh | Pin1 inh | TrxR1 inh | Tb PGK inh | TrxR1 substrate | GLS inhibitor | PI4K2A block | HP1b binding inh
CCCNC(=O)N1CCN(S(=O)(=O)c2ccc3c(c2)OCCO3)CC1 | -8.3% | -17.5% | -7.1% | 27.5% | -2.5% | 3.5% | 3.1% | -0.1 | 50.6%[activator]
COc1ccc(OC)c(NC(=O)COC(=O)COc2ccc(Nc3ccccc3)cc2)c1 | 3.8% | -24.9% | -0.1% | 11.4% | 0.4% | 3.1% | ? | -0.3 | ?
Cc1ccc(C(=O)Nc2nnc(S(=O)(=O)N3CCCc4ccccc43)s2)cc1 | 6.8% | ? | 0.7% | 24.2% | -0.7% | 13.8%[11.4 µM] | 2.3% | 0.7 | 40.0%[activator]
Cc1cc(C)cc(NC(=O)C2CCN(c3nnc(-n4c(C)ccc4C)s3)CC2)c1 | · | -12.1% | 6.5% | -31.2% | · | -3.4% | -4.9% | 3.1 | 24.4%
O=C(Cc1ccc(S(=O)(=O)N2CCCC2)s1)N1CCOCC1 | 7.6% | -5.9% | 2.5% | 8.4% | -7.4% | 5.0% | -1.6% | -7.6 | 7.3%
Cc1nc2ccccn2c1-c1csc(Nc2ccc(C(=O)O)cc2)n1 | -5.6% | ? | 2.5% | 5.7% | 5.3% | 1.4% | -7.1% | -5.3 | 43.2%[activator]
C=CCn1c(COc2cc(C)ccc2C(C)C)nnc1SCC(=O)c1c(N)n(C)c(=O)n(C)c1=O | 0.3% | -4.1% | 16.7% | 16.5%[57.1 µM] | -0.2% | -1.4%[57.1 µM] | -8.7% | 1.4 | 19.2%
CC(C)Cn1c(N)c(C(=O)COC(=O)c2cnc(Cl)c(Cl)c2)c(=O)n(C)c1=O | 0.9% | -27.3% | 1.2% | 10.0% | 7.0% | -2.2% | 0.3% | 4.3 | 54.6%[activator]
C/C(=N/NC(=O)c1ccc(Br)o1)c1cccc(NC(=O)c2ccc(C)o2)c1 | 0.5% | -3.9% | -4.4% | -14.5%[57.1 µM] | 5.7% | -6.5%[57.1 µM] | ? | -2.6 | -10.0%
CCN1CCN(C(c2cccc(OC)c2OC)c2nnnn2Cc2ccco2)CC1 (stereo unspecified) | -2.5% | -23.9% | -2.4% | 14.7%[57.1 µM] | i | -3.6% | 10.4% | -9.4 | 3.5%
Cc1nn(-c2ccc(N3CCCC3)nn2)c(C)c1CCC(=O)NCc1ccccc1 | 0.0% | -15.0% | -9.0% | 12.0%[57.1 µM] | 6.6% | 2.1%[57.1 µM] | -3.2% | -4.5 | 51.2%[activator]
CCCn1c(C(C)NS(=O)(=O)c2ccccc2)n[nH]c1=S (stereo unspecified) | -0.2% | -13.1% | -1.1% | 10.6% | -7.5% | 70.2%[activator] | 4.7% | -3.7 | 41.0%[activator]
CNC(=O)COC(=O)/C=C/c1cn(-c2ccccc2)nc1-c1ccc2c(c1)OCCO2 | -12.5% | 3.9% | -4.3% | 15.8%[57.1 µM] | i | -2.2%[57.1 µM] | -18.3% | -3.0 | -2.6%
O=C(CSc1nccn1Cc1ccc(F)cc1)NC1CCCCC1 | 1.6% | -16.5% | · | · | -9.9% | · | 0.7% | -9.1 | ·
CCCCN1C[C@H](c2ccc(OC)cc2)[C@@H](CC(=O)Nc2ccc(Br)cc2)C1=O | 13.6% | -25.8% | · | · | -10.2% | · | -4.6% | -1.1 | ·
CS(=O)(=O)N(CC(=O)N1CCCC1)c1ccccc1Br | 5.9% | -11.4% | -5.1% | 11.9% | -3.0% | 4.6% | -3.8% | 5.0 | 43.8%[activator]
CC12C(=O)N(CCC(=O)O)C(=O)C1C1C=CC2C1 (stereo unspecified) | -2.4% | 6.6% | -5.6% | 9.6%[57.1 µM] | -6.6% | 11.6%[57.1 µM] | -0.5% | -0.8 | 29.1%
O=C(CSc1nc2ccccc2o1)c1cc2ccccc2oc1=O | 1.3% | -1.3% | -6.3% | 2.0%[57.1 µM] | -7.3% | 47.9% | 9.8% | -16.2 | 11.9%
CCOc1ccc(OCC)c(-c2c(=O)n(OCc3ccccc3C(=O)OC)c3ccccc3[n+]2[O-])c1 | -0.6% | -14.2% | 7.7% | 11.9% | -9.3% | -4.1% | -1.7% | 2.1 | 14.1%
O=C(NN=Cc1ccc(F)cc1)c1ccccc1NS(=O)(=O)c1cccs1 | 5.1% | -7.2% | 3.7% | 6.5% | -2.3% | -1.9% | 4.6% | -3.7 | 25.4%
COc1ccc(CCN2C(=O)CC(N3CCOCC3)C2=O)cc1OC (stereo unspecified) | 2.9% | -19.1% | -0.3% | 14.7%[57.1 µM] | i | 12.8%[57.1 µM] | 3.0% | -3.1 | 21.0%
O=C(Oc1ccc(NC(=O)c2cc3c(cc2Br)OCO3)cc1)c1ccccc1 | -4.6% | -16.1% | 1.5% | 41.0%[57.1 µM] | -5.4% | -3.3%[57.1 µM] | 0.3% | -1.8 | 43.8%[activator]

Screening results as filed in PubChem.

Only part of the results is shown (hit frequency here may not be typical).
